# Source: PubChem (National Center for Advancing Translational Sciences (NCATS))
# HEK cytotox – Cytotoxic Profiling in HEK 293 Cell Line of Diverse Libraries Using Quantitative High-Throughput Screening; HEK 293 viability, ATP luminescence (CellTiter-Glo), 48-72 h; 94,000 tested, 6.6% active; Potency, µM (highest dose often 115 µM), for inactives: top-dose activity change, negative = cytotoxicity, most hits filed as inhibitors; also: potency is read from the fitted curve at half-maximal effect; nearly all actives have a fitted effect of over 60% in size
#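 CellTiter-Glo luminescence (cellular ATP) was read after 48 or 72 hr of compound exposure at 37 degree Celsius. Cells were HEK 293 plated at 250 cells/well.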
# SNCA expr inhib – Primary qHTS assay for inhibitors of alpha-synuclein gene (SNCA) expression; AID 1671194, 2021; HEK-293 SNCA-luciferase knock-in, luminescence, 24 h; 140,000 tested, 0.17% active; Potency, µM (series often up to 57.2 µM), for the others: at the top dose activity change, negative = inhibition, hits mostly inhibitors;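 also: potency is read from the fitted curve at half-maximal effect; plate controls were DMSO cells for no effect and cell-free wells for full effect; nearly all actives have a fitted effect of over 45% in size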
# HEK293 viab – GF-AFC viability counterscreen for inhibitors of alpha-synuclein gene (SNCA) expression; HEK-293-SNCA-luc viability, GF-AFC fluorescence, 24 h; Potency, µM (doses to about 57.1 µM), for inactives: at the top dose activity change, negative = cytotoxicity, usual class: cytotoxic; 150,000 tested, 0.12% active; AID 1671193, 2021;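 also: potency is read from the fitted curve at half-maximal effect; 0% = DMSO-treated cells and -100% = medium-only wells without cells; nearly all actives have a fitted effect of over 30% in size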
#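 Cytotoxicity counterscreen: after 24 h compound treatment of genome-edited SNCA-luciferase HEK-293 cells, live-cell protease substrate GF-AFC read by fluorescence after 30 min; activity scaled between DMSO (0%) and medium-only (-100%), curves Hill-fitted.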
# FLuc inh – Firefly luciferase inhibition profiling of diverse chemical library using quantitative high-throughput screening | purified P. pyralis luciferase, luminescence, biochemical | Luciferin 4-monooxygenase (Photinus pyralis), P08659 | 76,000 tested, 2.5% active | AID 1347043, 2019 | Potency, µM (highest dose often 115 µM), inactives show at the highest dose activity change, negative = inhibition, usual class: inhibitors; also: potency is read from the fitted curve at half-maximal effect; nearly all actives have a fitted effect of over 65% in size
#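 Biochemical qHTS: compound (6-point titration) added to 10uM D-luciferin plus 10uM ATP in Tris acetate pH 7.5 buffer with Mg, Tween-20 and BSA, then purified enzyme at 10nM; light output imaged.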
# IP6K1 inh – Primary qHTS assay for small molecule inhibitors of Inositol hexaphosphate kinase 1 (IP6K1); activity change, % (series mostly up to about 58 µM); Inositol hexakisphosphate kinase 1 (Homo sapiens), Q92551; 140,000 tested, 0.81% active; IP6K1 kinase, ADP-Glo luminescence, 2 h; stronger effect = lower value; in the data active = activity change below about -25%
# Target sequence (Q92551 whole entry, looked up): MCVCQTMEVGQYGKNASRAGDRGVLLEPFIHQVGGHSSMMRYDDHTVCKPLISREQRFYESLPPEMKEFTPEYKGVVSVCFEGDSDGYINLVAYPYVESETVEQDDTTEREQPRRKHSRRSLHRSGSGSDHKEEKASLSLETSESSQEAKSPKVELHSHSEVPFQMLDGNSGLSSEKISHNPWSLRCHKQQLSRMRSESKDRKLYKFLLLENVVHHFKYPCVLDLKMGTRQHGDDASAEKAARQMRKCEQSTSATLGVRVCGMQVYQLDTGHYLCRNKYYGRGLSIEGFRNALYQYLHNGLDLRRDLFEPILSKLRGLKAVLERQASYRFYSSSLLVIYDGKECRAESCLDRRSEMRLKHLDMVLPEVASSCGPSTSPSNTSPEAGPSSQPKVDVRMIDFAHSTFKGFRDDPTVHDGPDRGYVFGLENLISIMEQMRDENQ
#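 ADP-Glo luminescence measures ADP made by human IP6K1 during a 2 h RT reaction with ATP/IP6 (mix at 1.3 mM/130 uM); top library doses 57.5 and 19.1 uM final.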
# GPT2 inhibitor – Primary qHTS assay for inhibitors of Glutamate pyruvate transaminase 2 (GPT2); Alanine aminotransferase 2 (Homo sapiens), Q8TD30; Recombinant GPT2, coupled pyruvate oxidase/HRP Amplex Red fluorescence; Potency, µM (doses to about 57.7 µM), without a hit: at the highest dose activity change, negative = inhibition, usual class: inhibitors; 100,000 tested, 0.25% active; AID 1671188, 2021; also: potency is read from the fitted curve at half-maximal effect; nearly all actives have a fitted effect of over 60% in size; many of its hits are not listed in these tables
# Target sequence (Q8TD30 whole entry, looked up): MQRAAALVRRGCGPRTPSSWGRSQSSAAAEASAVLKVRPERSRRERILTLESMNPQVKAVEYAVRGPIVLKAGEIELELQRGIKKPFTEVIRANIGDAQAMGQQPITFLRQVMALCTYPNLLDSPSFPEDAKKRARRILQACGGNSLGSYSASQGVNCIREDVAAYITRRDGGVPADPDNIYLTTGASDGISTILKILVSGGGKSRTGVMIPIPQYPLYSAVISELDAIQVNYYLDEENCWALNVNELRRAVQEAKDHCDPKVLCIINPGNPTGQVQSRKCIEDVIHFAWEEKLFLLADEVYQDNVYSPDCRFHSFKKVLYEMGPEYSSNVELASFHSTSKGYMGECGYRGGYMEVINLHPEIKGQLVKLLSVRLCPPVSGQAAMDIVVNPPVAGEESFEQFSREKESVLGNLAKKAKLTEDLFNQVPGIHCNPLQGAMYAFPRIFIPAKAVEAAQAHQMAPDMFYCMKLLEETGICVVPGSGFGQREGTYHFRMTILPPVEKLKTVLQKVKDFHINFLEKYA
#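 Recombinant GPT2 (10ng/uL) with 250uM a-KG and 2mM L-alanine, 30 min at room temperature, in HEPES pH 7.5 buffer. Pyruvate detected by pyruvate oxidase/HRP/Amplex Red fluorescence after 30 min in the dark; AOA (50uM) as positive control.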
# 3T3 cytotox – Cytotoxic Profiling in NIH 3T3 Cell Line of Diverse Libraries Using Quantitative High-Throughput Screening; NIH 3T3 viability, CellTiter-Glo ATP luminescence, 48-72 h; AID 1345082, 2018; Potency, µM (top dose mostly 96.7 µM), for inactives: at the top dose activity change, negative = cytotoxicity, most hits filed as inhibitors; 94,000 tested, 4.3% active; also: potency is read from the fitted curve at half-maximal effect; nearly all actives have a fitted effect of over 55% in size
#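 ATP-dependent luminescence (CellTiter-Glo) served as the viability signal for NIH 3T3 cells treated with compound for 48 or 72 hr at 37 °C.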
# Active calls of the source: *; i = inactive; ? = inconclusive; / = no result given; [ ] = dose if it differs, or a comment. Unless noted, calls follow the shape of the dose curve; as a rule, active = well fitted curve in the direction sought with a large enough effect; inconclusive = small, poorly fitted or top-dose-only effect, or another doubt; inactive = no such curve, though single readings can be large; an effect the other way counts as inactive or inconclusive. Unless noted, % is scaled to controls: 0 for no effect and ±100 for the full control effect. This is a subset, so the mix of outcomes need not match the whole.
SMILES,HEK cytotox,SNCA expr inhib,HEK293 viab,FLuc inh,IP6K1 inh,GPT2 inhibitor,3T3 cytotox
Cc1cc(C(=O)Nc2ccc(C(C)C)cc2)c2c(C)nn(-c3ccccc3)c2n1,/,-15%,0%,/,16,/,/
O=C1c2c(-c3nc(-c4ccsc4)no3)nnn2CCN1CCOc1ccc(F)cc1,?,11%,24%[12.5 µM],-3%,16,-9%,?
COc1ccc(Cl)cc1S(=O)(=O)N1CCN(CC(=O)Nc2ccccc2C(F)(F)F)CC1,/,7%,2%,/,-4,/,/
Cc1ccccc1NC(=O)C1CCCN(c2cn[nH]c(=O)c2)C1 (stereo unspecified),i,-3%,-3%,-11%,13,-43%,-10%
CNc1cc(C(=O)N2CCN(CC(=O)O)CC(O)C2)ccn1 (stereo unspecified),-27%,6%,3%,-1%,1,-6%,0%
O=C(Cn1cccc1-c1nc(-c2ccccc2)no1)NCc1ccc(F)cc1F,?,-4%,-4%,-4%,28,1%,0%
Cc1noc(-c2ccc(OC(F)(F)F)cc2)c1C(=O)NCCc1ccc(F)cc1,?,4%,8%,-6%,-1,i,-26%
COc1ccccc1C(=O)N1CC(Oc2ccc(-c3noc(-c4ccncc4)n3)cc2)C1,?,-26%,-26%,/,-4,i,35µM*
O=C(Cn1nc2c(cc1=O)CCCC2)NCCc1c[nH]c2ccc(F)cc12,-41%,-15%,12%,7%,2,i,-18%
O=C1NCCCCCCN(C(=O)Nc2ccccc2)[C@H]2C[C@H](C(=O)N3CCc4ccccc4C3)C[C@@H]12,-1%,-7%,-13%,-20%,13,i,-20%
CCOc1ccc(-c2c(C)nn3c(C)c(C(=O)NCC(C)c4ccccc4)cnc23)cc1OCC (stereo unspecified),/,2%,5%,/,-11,/,/
COCCn1c(C)nnc1-c1cc(Nc2ccccc2)ccn1,-10%[172 µM],21%[87.6 µM],5%[87.6 µM],4%[172 µM],-9,?,?
COc1cccc(-c2cnc([C@@H]3COCCN3Cc3ccc(NC(C)=O)cc3)[nH]2)c1,0%[172 µM],-3%[87.6 µM],-4%[87.6 µM],-11%[172 µM],5,i,-19%[174 µM]
O=C(NCCc1ccccc1)NC1CCN(C(=O)N2CC3CC(C2)[C@H]2CCCC(=O)N2C3)CC1 (stereo partly specified),10%,?,-2%,-7%,5,i,-7%
COC(=O)c1ccc2nc(C[C@@H]3C[C@@H](C(C)C)[C@H](CNC(=O)c4cccnc4)C=C3C)[nH]c2c1,?,-6%,-7%,-11%,3,3%,?
Cc1ccc(C)c(N2CCN(CCCNC(=O)c3ccc4nc(N5CCCCC5)sc4c3)CC2)c1,/,113%[activator],5%,/,-14,/,/
CCOc1ccccc1CN1CCCC(Cn2c(C)cnc2C2CCOCC2)C1 (stereo unspecified),3%,11%,0%,/,-5,-6%,-19%
COc1ccc(Cl)cc1C1CC(=O)Nc2cc3c(cc21)OCCO3 (stereo unspecified),/,27%,-7%,/,6,/,/
CN(C)C[C@@H]1CN(Cc2ccccc2)C[C@H]1NC(=O)C1(C)CCOCC1,i,0%,-6%,-3%,5,i,-3%
COCCN1C(=O)c2ccccc2C(C(=O)Nc2nncs2)C12CCCC2 (stereo unspecified),5%,-11%,6%,-6%,28,i,2%
O=C1CCCN1CCCN1C(=O)[C@@H]2C[C@@H](O)CN2C2(CN(Cc3ccccc3Cl)C2)C1=O,2%,-15%,-5%,7%,1,3%,-12%
Cc1c(Cl)cccc1NC(=O)N1CCC(CN2CCOCC2)CC1,/,-2%,-3%,/,34,/,/
O=C(c1cc(-c2ccccc2F)n[nH]1)N1CCC2(CCCN(Cc3ccccc3F)C2)C1 (stereo unspecified),?,-9%,-5%,-8%,-5,-10%,?
Cc1ccc(S(=O)(=O)c2nnn3c2nc(N2CCCCC2)c2ccccc23)cc1C,-4%,10%,7%,/,19,?,-21%
Cc1ccc(-c2nc(Cn3c(=O)cc(-c4ccccc4)c4c(C)nn(C)c43)c(C)o2)cc1,/,3%,11%,/,22,/,/
COc1ccc2nc(SCC(O)c3cccc(Br)c3)[nH]c2c1 (stereo unspecified),/,11%,-3%,/,-44*,/,/
Cn1nc(-c2ccccc2)cc1C(=O)N1CCNCC(O)C1 (stereo unspecified),i,-3%,-17%,2%,-2,i,1%
Cc1cccc(OC(C)C(=O)Nc2ncn[nH]2)c1 (stereo unspecified),/,-12%,5%,/,0,/,/
O=C1c2cccn2CC(CNS(=O)(=O)c2ccccc2)N1Cc1ccccc1 (stereo unspecified),-27%,7%,6%,-5%,-1,1%,-21%
CCOc1cc2sc(N3CCC(C(=O)Nc4ccc(C(C)C)cc4)CC3)nc2cc1Br,/,101%[activator],-10%,/,-4,/,/
Cc1c(CNC2CCCCCC2)c(C(=O)O)c(C)n1Cc1c(F)cccc1Cl,/,-5%,-12%,/,4,/,/
CNC(=O)c1cc(C)nc2onc(C3CCN(C(=O)C4CC4)CC3)c12,-11%,/,/,/,0,/,-19%
CCOc1ccc(CCNC(=O)c2sc3ncccc3c2-n2cccc2)cc1OCC,/,33%[activator],4%,/,-21,/,/
CC(=O)Nc1ccc(C2Nc3c(C)cc(C)cc3-c3cc(C)nn32)cc1 (stereo unspecified),/,9%,?,/,-5,/,/
COc1ccc(Br)cc1CNC(=O)Cn1ncn2nc(-c3cccs3)cc2c1=O,/,-7%,-2%,/,-1,/,/
COc1ccc(CN2CCc3c(c(=O)n4ncc(C(=O)N5CCN(c6ccccc6OC)CC5)c4n3C)C2)cc1,/,-19%,-12%,/,4,/,/
COCCn1nc2n(c1=O)CCN(C(=O)c1ccc(Br)o1)CC2,-16%,-3%,-7%,-15%,-7,-4%,?
CCc1nnc(SCc2nc(-c3ccc(OC)cc3)oc2C)c2cc3sccc3n12,/,2%,1%,/,6,/,/
CNC(=O)[C@@H](c1ccccc1OC)N1CCC[C@H]1C(=O)N(C)CCN(C)C,-6%[172 µM],4%[87.6 µM],1%[87.6 µM],-6%[172 µM],-17,2%[88.5 µM],i
O=C(CSc1ccccc1)N1CCc2c([nH]c3ccccc23)C1c1ccc(Cl)cc1 (stereo unspecified),/,?,-3%,/,21,/,/

# Profiles, quoted from the list. Order of values: HEK cytotox, SNCA expr inhib, HEK293 viab, FLuc inh, IP6K1 inh, GPT2 inhibitor, 3T3 cytotox
# COCCn1nc2n(c1=O)CCN(C(=O)c1ccc(Br)o1)CC2 is entered as -16%, -3%, -7%, -15%, -7, -4%, ?
# CC(=O)Nc1ccc(C2Nc3c(C)cc(C)cc3-c3cc(C)nn32)cc1 (stereo unspecified) is entered as /, 9%, ?, /, -5, /, /

# Next entries.
SMILES,HEK cytotox,SNCA expr inhib,HEK293 viab,FLuc inh,IP6K1 inh,GPT2 inhibitor,3T3 cytotox
O=C(Cn1nc2c(cc1=O)CCCC2)Nc1nc(-c2cccnc2)cs1,-17%,31%[activator],10%,0%,12,1%,-9%
FC(F)(F)c1ccccc1CN1CCC2(CC1)CC(c1ccccc1)=NO2,?,-9%,1%,-2%,12,2%,?
O=C(c1ccccc1Cl)N1CCN(c2nc3ncccc3o2)CC1,-22%,17%,-5%,-11%,6,i,-29%
Cc1nnc(NC(=O)c2nc(SC(C)C)ncc2Cl)s1,/,-10%,2%,/,-7,/,/
O=C(Cc1ccccn1)NCC1COc2ncncc2C(=O)N1Cc1ccccc1 (stereo unspecified),i,-26%[87.6 µM],-1%[87.6 µM],-1%[172 µM],-6,i,?
CCOC(=O)C1=C(CN2CCN(c3ccccc3F)CC2)NC(=O)NC1c1ccc(Cl)cc1 (stereo unspecified),/,-6%,-8%,/,-11,/,/
COCCN1CCC(N2CCN(C(=O)c3ccc(C)cc3)CC2)C1=O (stereo unspecified),i,15%,5%,5%,-3,i,i
CC1=C[C@@H](CC#N)[C@H](C(C)C)C[C@H]1CC(=O)NCc1ccc(C(F)(F)F)cc1,-7%[172 µM],10%[87.6 µM],3%[87.6 µM],1%[172 µM],1,-13%[88.5 µM],3%[174 µM]
CCOC(=O)CNC(=O)CSc1cn(CC(=O)N2CCCCCC2)c2ccccc12,/,33%,-4%,/,0,/,/
Cc1nc(-c2ccccc2OC2CN(C(=O)c3cnn(C)c3)C2)no1,-3%,18%,6%,0%,12,i,-2%
CN1CCN(CCNC(=O)c2ccc(-c3ccc(N4CCCCCC4)nc3)cc2)CC1,25µM*,23%,-17%,-25%,2,i,14µM*
Cc1cc(Nc2ccc(Cl)cc2C)nc(-n2nc(C)cc2C)n1,/,-15%,-27%,/,32,/,/
O=C(c1ccc(C(F)(F)F)cc1)N1CC[C@H]2COC(=O)N2c2cc(F)ccc2C1,i,1%[87.6 µM],2%[87.6 µM],-5%[172 µM],-1,i,-25%[174 µM]
Cc1ccc(CCNC(=O)c2cc3sccc3n2Cc2ccc(C)cc2)cc1,/,3%,-9%,/,-6,/,/
COc1cc(-c2nnc(SCCOc3cc(C)cc(C)c3)o2)cc(OC)c1OC,/,-24%,-20%,/,20,/,/
COc1ccc(S(=O)(=O)N2CC(=O)N(CC3CC3)C3(CCCCC3)C2)cc1,?,17%,-7%,/,8,1%,35µM*
C[C@]1(CO)[C@H]2Cc3sc(NC(=O)c4ccc(F)cc4)nc3[C@@H](CC(=O)NCc3ccccc3)[C@]2(C)CC[C@H]1O,?,-30%,-21%,-5%,-8,1%,?
COc1ccc(CN2CCOC[C@H](OC)C2)cn1,i,31%[activator][87.6 µM],3%[87.6 µM],1%[230 µM],-12,0%[88.5 µM],i
CCCCN(C)C(=O)CN1C(=O)c2cccnc2Oc2ccc(Cl)cc21,/,-12%,?,/,11,/,/
O=C1CCN(C(=O)C2CCCC2)CCCC(c2nc(-c3ccccc3)no2)CCN1 (stereo unspecified),?,0%,4%,-1%,3,i,4%
CCC1CN(S(=O)(=O)c2cc(-c3cc(C)no3)ccc2OC)c2cc(C)ccc2O1 (stereo unspecified),/,17%,3%,/,14,/,/
COc1ccc(CNC(=O)c2noc(-c3ccc(C)cc3)n2)cc1,-20%,32%[activator],2%,-10%,4,i,-9%

# Looked up above:
# In GPT2 inhibitor, `COCCn1nc2n(c1=O)CCN(C(=O)c1ccc(Br)o1)CC2` has the entry -4%
# In HEK293 viab, `COc1ccc(S(=O)(=O)N2CC(=O)N(CC3CC3)C3(CCCCC3)C2)cc1` has the entry -7%
# In IP6K1 inh, `Cc1noc(-c2ccc(OC(F)(F)F)cc2)c1C(=O)NCCc1ccc(F)cc1` has the entry -1
# In IP6K1 inh, `CN1CCN(CCNC(=O)c2ccc(-c3ccc(N4CCCCCC4)nc3)cc2)CC1` has the entry 2
